HT1080 IDH1KD tx: qHTS for induction of synthetic lethality in tumor cells producing 2HG: qHTS for the HT-1080-IDH1KD cell line. HT-1080 IDH1 knockdown viability, ATP luminescence, 48 h. Potency, µM (series often up to 46.1 µM), without a hit: at the highest dose activity, negative = toxicity, most hits filed as cytotoxic. 2% of 360,000 active. AID 686971, 2013;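 further: potency means the concentration at half of the fitted maximal effect; 0% = DMSO wells and -100% = cell-free medium wells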
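Assay cells: HT-1080 with IDH1 knockdown, 750 per well, RPMI/5% FBS. Exposure: 48 h at 37 °C following 2 h pre-incubation. Read: CellTiter-Glo luminescence; fitted concentration-response, curve class assigned.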
KB-V1 cytotox: qHTS assay for MDR1-selective chemotherapeutics: Primary screen using the drug-selected MDR subline cells KB-V1; KB-V1 MDR cells viability, CellTiter-Glo, 72 h; Potency, µM (top dose mostly 46.1 µM), for the others: at the top dose activity change, negative = cytotoxicity, usual class: cytotoxic; 3.4% of 400,000 active; further: potency means the concentration at half of the fitted maximal effect; on the % scale 0 is the no-effect control and ±100 the full control effect; nearly all actives have a fitted effect of over 60% in size
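KB-V1 MDR subline cells in DMEM (phenol-red free, 10% FBS) exposed to compounds in qHTS concentration series for 72 h at 37 degrees C. Viability read by CellTiter-Glo luminescence; concentration-effect curves fitted after normalization and correction.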
ATXN2 expr inh: Primary qHTS for Inhibitors of ATXN expression; 0.72% of 360,000 active; Potency, µM (titrated, usually from 57 µM), without a hit: at the highest dose activity change, negative = inhibition, usual class: inhibitors; HEK-293 ATXN2-luciferase reporter, luminescence, 24 h; further: potency means the concentration at half of the fitted maximal effect; on the % scale 0 is the no-effect control and ±100 the full control effect; nearly all actives have a fitted effect of over 55% in size
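qHTS (up to 57 uM final) was run with 24 h compound exposure of reporter cells at 37 °C. Each well was multiplexed: SteadyGlo luminescence measured ATXN2-luciferase expression after a fluorogenic Gly-Phe-AFC viability readout (25 uM final).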
MCF10A rereplic: A quantitative high throughput screen for small molecules that induce DNA re-replication in MCF 10a normal breast cells. 2.9% of 350,000 active. AID 624296, 2012. MCF 10A DNA re-replication, Hoechst nuclear intensity, 48 h. Potency, µM (titrated, usually from 46.1 µM), for inactives: top-dose activity, positive = re-replication, actives largely listed as activators; further: potency means the concentration at half of the fitted maximal effect; % of control where 0% means no effect; nearly all actives have a fitted effect of over 50% in size
ATXN viability: Viability Counterscreen for Primary qHTS for Inhibitors of ATXN expression; 0.49% of 400,000 active; Potency, µM (top dose mostly 56.7 µM), actives largely listed as cytotoxic; S2 cells (HEK-293 line with an ATXN2-luciferase reporter) viability, CellTiter-Fluor protease fluorescence, 24 h; AID 651635, 2014; further: potency means the concentration at half of the fitted maximal effect; nearly all actives have a fitted effect of over 40% in size
KB-3-1 tox: qHTS assay for MDR1-selective chemotherapeutics: Primary screen using the parental adenocarcinoma cell KB-3-1. KB-3-1 viability, CellTiter-Glo ATP luminescence, 72 h. Potency, µM (top dose mostly 46.1 µM), for inactives: top-dose activity change, negative = cytotoxic, hits mostly cytotoxic. 1.4% of 400,000 active; further: potency means the concentration at half of the fitted maximal effect; on the % scale 0 is the no-effect control and ±100 the full control effect; nearly all actives have a fitted effect of over 60% in size
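Using CellTiter-Glo luminescence, growth of non-resistant KB-3-1 adenocarcinoma cells is assessed 72 h after pin-tool compound addition at 37 °C. Normalized responses across the concentration series yield fitted curves.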
IL1B secr inh: qHTS for Inhibitors of Inflammasome Signaling: IL-1-beta AlphaLISA Primary Screen | 4.7% of 360,000 active | THP-1 LPS/ATP IL-1B secretion, AlphaLISA, 16 h; hits give low values | AID 743279, 2014 | activity change, % at 57.5 µM; in the data active means activity change below about -50%; inconclusive means mostly about -30% to -49%; further: on the % scale 0 is the no-effect control and ±100 the full control effect
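THP-1 cells pretreated 1 hr with compounds (up to 57.5 uM final), then stimulated with LPS (250 ng/mL final) plus ATP (1.25 mM final); secreted IL-1B measured by AlphaLISA after 16 hr, decreased signal indicating inhibition.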
HT1080NT lethal: qHTS for induction of synthetic lethality in tumor cells producing 2HG: qHTS for the HT-1080-NT fibrosarcoma cell line; 1.6% of 360,000 active; HT-1080-NT fibrosarcoma viability, CellTiter-Glo ATP luminescence, 48 h; AID 686970, 2013; Potency, µM (top dose mostly 46.1 µM), without a hit: at the highest dose activity, negative = less viability, most hits filed as cytotoxic;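 further: NT is the 2HG producing partner of a matched IDH1 knockdown line; potency means the concentration at half of the fitted maximal effect; 0% = DMSO-treated cells and -100% = media-only wells without cells; nearly all actives have a fitted effect of over 55% in size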
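Viability by CellTiter-Glo luminescence after 48 h compound exposure at 37C of HT-1080-NT cells (750/well, RPMI, 5% FBS). % activity scaled between DMSO wells and medium-only wells, then curve-fitted and categorized by curve class.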
SW480 rereplic: A quantitative high throughput screen for small molecules that induce DNA re-replication in SW480 colon adenocarcinoma cells | AID 624297, 2012 | SW480 DNA re-replication, Hoechst DNA content imaging, 48 h | Potency, µM (highest dose often 46.1 µM), without a hit: top-dose re-replication activation, hits mostly activators | 1.8% of 340,000 active; further: potency means the concentration at half of the fitted maximal effect; % of control where 0% means no effect; nearly all actives have a fitted effect of over 55% in size
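SW480 cells exposed to compounds for 48 hr at 37 C, 5% CO2, then Hoechst-stained 40 min. Nuclear DNA content imaged by fluorescence scanning (405 nm excitation, 500-530 nm emission); re-replication scored as increased high-intensity nuclei.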
An asterisk follows results filed as active; i = inactive; ? = inconclusive; . = not tested or not shown; & = joins results of further samples; [ ] = another dose, or the depositor's remark. Unless noted, the call rests on the fitted dose curve; in most records, active means well fitted curve in the direction sought with a large enough effect; inconclusive means small, poorly fitted or top-dose-only effect, or another doubt; inactive means no such curve, though single readings can be large; an effect the other way counts as inactive or inconclusive.

SMILES	HT1080 IDH1KD tx	KB-V1 cytotox	ATXN2 expr inh	MCF10A rereplic	ATXN viability	KB-3-1 tox	IL1B secr inh	HT1080NT lethal	SW480 rereplic
COc1cc(OC)cc(-n2nnnc2SCC(=O)NC2CCCC2)c1	8%	-9%	0%	1%	i	9%	-16	7%	0%[9.22 µM]
CC1CCC(NC(=O)c2ccc3c(c2)OCO3)CC1 (centres undefined)	1%	0%	?	1%	i	14%	-7	5%	-4%
COCCNC(=O)c1cn(C)c2ccccc2c1=O	3%	17%	6%	0%	i	3%	16	3%	-3%
COc1cc(OC)c(C2C(C#N)=C(C)NC(C)=C2C#N)c(C(=O)O)c1	6%	0%	-16%	-4%	i	-1%	1	11%	-7%
Cc1nn(CCCC(=O)Nc2cccnc2Cl)c(C)c1[N+](=O)[O-]	6%	?	10%	-1%	i	18%	33	-3%	1%
COc1ccc(NC(=O)c2cc(-c3cccnc3)nc3ccc(C)cc23)cc1OC	?	-1%	-18%	?	?	-4%	10	-6%	3%
Cc1cccn2c(/C=N/OCc3cccc(F)c3)c(-c3ccc(Cl)cc3)nc12	0%	-17%	0%	?	i	-10%	10	2%	-1%
COC(=O)CSc1nnc(-c2ccc(OC)c(OC)c2)o1	8%	?	-7%	5%	i	?	21	11%	0%
S=c1[nH]nc(-c2ccc(Cl)cc2)n1-c1ccc2c(c1)OCCO2	3%	-10%	27%	?	i	0%	0	0%	-3%
Cc1ccc([C@H]2C[C@H](n3cc(COC(=O)c4ccccc4)nn3)[C@@H](O)CN2CC2CCCCC2)cc1	10%	10%	-25%	.	?	-9%	5	9%	.
O=C1C(Cl)=C(N2CCOCC2)C(=O)N1c1cccc(Cl)c1	0%	-3%	0%	?	i	5%	0	14%	-3%
CCOC(=O)c1ccc2nc(C)c(CC)c(Cl)c2c1	-14%	?	10%	-13%	i	-4%	-11	-16%	-23%
Cc1coc2c1c(C)cc1oc(=O)c(CC(=O)N[C@@H](CC(C)C)C(=O)O)c(C)c12	-4%	9%	8%	0%	i	14%	17	2%	15%
CC(=O)Nc1ccc(NC(=O)C(C)OC(=O)c2c(C)nn(-c3ccccc3)c2Cl)cc1 (centres undefined)	3%	?	-4%	1%	?	7%	-12	0%	-6%
COc1ccc(C(=O)/C=C/Nc2ccc(S(N)(=O)=O)cc2)cc1OC	-2%	-25%	1%	?	i	-20%	-7	-3%	?
O=C(NC(=S)Nc1cc(S(=O)(=O)N2CCOCC2)ccc1O)c1ccco1	6%	1%	4%	0%	i	2%	30	7%	6%
CCN1C(=O)N[C@@H](c2ccco2)C(C(C)=O)=C1C	3%	?	4%	?	i	0%	18	4%	-35%[inhibitor]
COc1ccc(CC(=O)Oc2ccc(F)cc2)cc1	1%	?	-8%	0.65µM*	i	14%	14	0%	6%
CCOC(=O)c1ccc(NC(=O)CNC(=O)c2ccccc2)cc1	7%	?	-6%	5%	i	17%	-7	3%	-6%
CCC(CC)C(=O)Nc1ccc(-c2cn3cccnc3n2)cc1	0%	-10%&-7%	10%	-5%	i	1%&-4%	?	14%	?
CC(C)n1c(-c2ccccc2F)n[nH]c1=S	?	18%	-10%	-22%	i	6%	-1	?	2%
OCC(CO)(CO)NCC(O)CN1c2ccccc2Sc2ccccc21 (centres undefined)	7%	-25%	.	-1%	i	1%	-22	-7%	-1%
O=C1C2C3C=CC(C3)C2C(=O)N1c1cccc2ccccc12 (centres undefined)	1%	0%	-2%	0%	i	14%	27	-2%	-3%
Cc1ccc(-n2cc(CN3CCCN(C=O)CC3)c(-c3ccc(F)cc3)n2)cc1	-19%	-9%	-7%	-14%	i	0%	?	-14%	-45%[inhibitor]
CCCn1c(SCC(=O)Nc2ccccc2Oc2ccccc2)n[nH]c1=O	-3%	-14%	-15%	-7%	i	?	-3	-10%	-9%
CN1C(=O)/C(=C/c2ccc3c(c2)OCO3)N=C1c1ccccc1	15%	-6%	-3%	6%	i	4%	15	13%	-3%
CN(C)/C=C(\C(=O)c1ccccc1)c1nnnn1-c1ccccc1	3%	5%	-5%	1%	?	8%	-6	1%	-7%
COc1ccc(-c2cc3c(c4c2ccn4C)C2CCC3O2)cc1OC (centres undefined)	-10%	-9%	10%	.	i	0%	-25	-8%	.
O=C(NC1CCCCC1)N1CCC(c2nc3ccc(Cl)cc3[nH]2)CC1	?	-23%	-17%	3%	i	1%	44	?	-6%
CC1=C(C(=O)OC(C)(C)C)C(c2cccc3ccccc23)NC(=O)N1 (centres undefined)	0%	1%	5%	-3%	i	-15%	39	0%	4%

Three of the entries above in order of the SW480 rereplic value, highest first:
smiles	IL1B secr inh	SW480 rereplic
CC(C)n1c(-c2ccccc2F)n[nH]c1=S	-1	2%
O=C(NC1CCCCC1)N1CCC(c2nc3ccc(Cl)cc3[nH]2)CC1	44	-6%
CCCn1c(SCC(=O)Nc2ccccc2Oc2ccccc2)n[nH]c1=O	-3	-9%

The listing continues:
SMILES	HT1080 IDH1KD tx	KB-V1 cytotox	ATXN2 expr inh	MCF10A rereplic	ATXN viability	KB-3-1 tox	IL1B secr inh	HT1080NT lethal	SW480 rereplic
COc1ccc(NC(=O)c2cc(-c3cccs3)on2)cc1	-22%	-7%	-8%	15%	i	-17%	-14	-10%	-3%
COc1ccc2nc(NC(=O)c3ccccc3F)sc2c1	-13%	-26%	.	17%	i	-15%	8	-10%	15%
CCOC(=O)c1ccc(NC(=O)Cn2cccc2)cc1	2%	-29%	17%	0%	i	-2%	12	1%	-1%
O=C(CCNC(=O)c1ccccc1Cl)N/N=C\c1ccc(O)cc1	-8%	7%	0%	0%	i	-1%	0	-16%	3%
CCOc1ccc(NC(=O)C(=O)NCc2ccco2)cc1	.	18%	20%	.	i	4%	.	.	.
CCCNS(=O)(=O)c1ccc(OCC(=O)Nc2ccc3c(c2)OCO3)cc1	-7%	-15%	-22%	-23%	i	12%	-28	-13%	-1%
O=C(COC(=O)c1cccc(S(=O)(=O)N2CCCCC2)c1)NC1CCCCC1	10%	15%	-8%	-6%	i	-4%	-7	7%	1%
COc1ccc(-n2c(N)c(C(=O)NCC3CCCO3)c3nc4ccccc4nc32)c(OC)c1 (centres undefined)	15%	2%	-23%	?	.	5%	?	-3%	?
COc1ccc(C2C(C#N)=C(/N=C/N3CCOCC3)OC3=C2C(=O)CC(C)(C)C3)cc1OC (centres undefined)	-14%	0%	-2%	12%	i	8%	-19	1%	-7%
Cc1occc1-c1nnc(SCC(=O)NC2CCCCC2C)o1 (centres undefined)	-1%	?	-8%	0%	i	-10%	0	1%	2%
CCCc1cc(=O)oc2cc(OCc3cc(OC)c(OC)c(OC)c3)c(Cl)cc12	12%	-19%	-10%	?	i	-2%	9	2%	-6%
Cc1ccc(NC(=O)CN(C)S(=O)(=O)c2cccc3nsnc23)c(C)c1	.	3%	7%	.	i	1%	.	.	.
CCCN1CCN(CCCNC(=O)c2cc3c(s2)-c2ccccc2OC3)CC1	?	?	?	3%	i	-26%&-7%	?	23µM*	?
COc1cc(C)ccc1OCc1cc(C(=O)N2CCCCCCC2)no1	10%	?	11%	16%	i	7%	-4	-1%	1%
O=C(N/N=C\c1cccc(Cl)c1)c1n[nH]c2c1CCCC2	-29%	-10%	7%	?	i	-5%	?	-6%	-8%
CCC1(C)Cc2ccccc2C(=S)N1 (centres undefined)	13%	-9%	3%	-2%	i	-1%	-4	6%	-8%
O=C(COC(=O)c1ccc(N2CCOCC2)c([N+](=O)[O-])c1)Nc1ccc2c(c1)OCO2	26%	8.2µM*	3%	-2%	?	?	0	?	0%
C=C(C)CNC(=S)NNC(=O)c1ccc(Br)cc1	16%	?	-4%	7%	i	3%	-4	18%	-6%
CSc1nnnn1-c1c(C)cccc1C	-1%	9%	.	-1%	i	1%	58	0%	-36%
CCOC(=O)c1sc(NS(=O)(=O)c2ccccc2)nc1C	1%[9.24 µM]	17%	6%	-1%	i	1%	39	-12%	13%
O=C(O)c1ccc(/C=N/n2c(C3CCCCC3)n[nH]c2=S)cc1	-1%	14%	-7%	8%	i	6%	26	-1%	-1%
COC(=O)c1ccc2nc(C)cc(Nc3ccc(N(C)C)cc3)c2c1	-16%	-5%	-16%	?	?	-19%	8	-20%	0%
COc1cccc(C(=O)c2ccccc2C(=O)O)c1	19%	4%	10%	.	i	4%	34	24%	.
COc1cccc(CNC(=O)CCC2CCCN(C(=O)CCc3c(C)noc3C)C2)c1 (centres undefined)	1%	8%	-17%[11.3 µM]	-34%[inhibitor]	i	7%	15	-2%	?
Cc1ccccc1NC(=O)Cn1c(=O)oc2ccccc21	2%	5%	.	-12%	i	-2%	13	14%	-3%
CC1CN(c2cc(=O)n(Cc3ccc(F)cc3)c(=O)[nH]2)CC(C)O1 (centres undefined)	0%	-4%	4%	0%	i	2%	-13	8%	-10%
CC(=O)Nc1cccc(OCC(=O)NC(C)C(C)C)c1 (centres undefined)	0%	12%	-6%	8%	i	24%	21	11%	-4%
CN1C(=O)CN(CCN2CC(=O)N(C)C(=O)C2)CC1=O	4%	0%	.	.	i	-7%	6	2%	.
O=C(C1CCCN1S(=O)(=O)c1ccc(Cl)cc1)N1CCN(c2ccccc2)CC1 (centres undefined)	0%	0%	3%	6%	i	-2%	-2	-3%	4%

Screening results (PubChem BioAssay)
